# Compound activity deposited in PubChem BioAssay by several laboratories.
# PfHsp40 rescue – compounds rescuing yeast from Plasmodium falciparum HSP40 toxicity. S. cerevisiae expressing PfHsp40, growth rescue, ATP luminescence. growth rescue, % at 12.5 µM. 340,000 tested, 0.68% active. AID 504582; in the data active = growth rescue above about 28%, passing the limit was not always enough;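 also: yeast W303a lacking pdr1 and pdr3 grown in galactose medium; growth measured after three days at 30 °C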
# TcdB GH inh – TcdB glycohydrolase inhibition. TcdB glycohydrolase enzymatic assay, plate reader. inhibition, % at 9.99 µM. 350,000 tested, 0.24% active. AID 652162; in the data active = inhibition above about 10%
# FadD28 FP inh – blocks FadD28 binding to the bisubstrate probe | fluorescence polarization | inhibition, % at 12.5 µM | 360,000 tested, 0.22% active | AID 588549; in the data active = inhibition above about 8.5%, passing the limit was not always enough
# Mtb UGM inh – blocks M. tuberculosis UGM enzyme; inhibition, % at 10 µM; purified UGM, fluorescence polarization probe displacement; 320,000 tested, 0.06% active; P9WIQ1; in the data active = inhibition above about 10%, passing the limit was not always enough
# Target sequence (P9WIQ1 whole entry, looked up): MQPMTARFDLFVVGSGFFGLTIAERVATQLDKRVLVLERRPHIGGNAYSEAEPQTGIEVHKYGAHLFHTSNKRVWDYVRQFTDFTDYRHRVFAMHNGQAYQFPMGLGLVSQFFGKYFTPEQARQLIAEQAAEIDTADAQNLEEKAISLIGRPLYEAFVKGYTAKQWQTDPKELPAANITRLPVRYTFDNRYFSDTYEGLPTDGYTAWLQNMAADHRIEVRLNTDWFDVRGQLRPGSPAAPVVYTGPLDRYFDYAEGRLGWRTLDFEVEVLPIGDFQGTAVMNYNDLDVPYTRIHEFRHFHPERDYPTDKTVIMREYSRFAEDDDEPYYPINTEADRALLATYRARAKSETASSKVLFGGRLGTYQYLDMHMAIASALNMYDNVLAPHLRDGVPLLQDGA
# Yp Topo-I inh – inhibitors of Yersinia pestis topoisomerase I; Y. pestis Topo-I cleavage product accumulation, plate reader; activity, % at 10 µM; 360,000 tested, 0.064% active; AID 504884; in the data active = activity above about 50%, passing the limit was not always enough; also: inactives centre near 2
# GDH-TPI counter – counter-screen for M. tuberculosis FBA inhibitors: GDH-TPI coupled enzymes. GDH-TPI coupled enzyme counterscreen, NADH absorbance. inhibition, % at 4.8 µM. 360,000 tested, 1.2% active. AID 588335; in the data active = inhibition above about 30%;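 also: 0% = DMSO wells and 100% = wells lacking the enzyme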
# BH1578 lux ind – inducers of Vibrio cholerae quorum light production without autoinducers | AID 588436 | V. cholerae BH1578 lux reporter, luminescence, 6 h | 350,000 tested, 0.16% active | activation, % at 18.7 µM; in the data active = activation mostly above about 9.7%, no sharp cut-off; also: not every result past the cut was called active; inactives centre near 0; reference of the scale not given here
# Mtb BioA inh – BioA (M. tuberculosis) enzyme inhibition | purified M. tuberculosis BioA enzyme, plate reader | inhibition, % at 9.99 µM | 360,000 tested, 0.096% active; in the data active = inhibition above about 40%
# Mtb FBA inh – Mtb fructose-bisphosphate aldolase inhibition | P9WQA3 | inhibition, % at 1 µM | 360,000 tested, 2.3% active | purified M. tuberculosis FBA, fluorescence read-out | AID 588726; in the data active = inhibition above about 27%;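 also: 0% = vehicle and 100% = reference inhibitor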
# Target sequence (P9WQA3 whole entry, looked up): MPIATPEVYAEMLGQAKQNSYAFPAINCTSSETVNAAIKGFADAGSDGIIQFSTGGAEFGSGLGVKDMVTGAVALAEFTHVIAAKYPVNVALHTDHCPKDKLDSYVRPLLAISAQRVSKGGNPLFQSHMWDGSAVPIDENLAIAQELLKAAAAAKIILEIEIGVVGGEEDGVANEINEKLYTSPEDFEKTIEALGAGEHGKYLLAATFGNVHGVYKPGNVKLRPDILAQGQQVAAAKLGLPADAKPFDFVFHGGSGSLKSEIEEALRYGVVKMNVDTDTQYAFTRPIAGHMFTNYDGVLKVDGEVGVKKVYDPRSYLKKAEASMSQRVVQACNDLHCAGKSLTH
# An asterisk follows results filed as active; i = inactive; . = not tested or not shown; & = joins results of further samples. Not a hit list. About 4.6% of those tested had a hit in this group.
# Value order – GDH-TPI counter	Yp Topo-I inh	PfHsp40 rescue	Mtb FBA inh	Mtb BioA inh	Mtb UGM inh	TcdB GH inh	BH1578 lux ind	FadD28 FP inh
CCn1c(C)nc2cc(C(=O)NN=Cc3ccc([N+](=O)[O-])cc3)ccc21
 : 4	-10	0.8	0	-0.5	0.3	1.1	-6.2	-1.9
Cc1cc(-c2nnc(SCC(=O)Nc3ccccc3C(F)(F)F)o2)c(C)n1-c1ccccc1
 : -1	4	0.0	0	0.7	1.9	.	i	-1.4
CCSc1nc2c(cnn2-c2ccc(C)c(C)c2)c(=O)[nH]1
 : -1	0	0.7	-1	-0.8	-0.3	1.0	.	0.4
CCCNC(=O)c1c(N)n(-c2cccc(OC)c2)c2nc3ccccc3nc12
 : 13	19	-0.1	68*	1.1	3.1	4.4	i	-0.7
Cc1ccc(N)c(C(O)(C(F)(F)F)C(F)(F)F)c1
 : 9	2	-0.7	4	-1.7	2.0	-1.3	-0.5	1.7
COC(=O)c1c(SCC(=O)Nc2ccc(C)cc2)nc(=O)[nH]c1C
 : -1	-5	0.7	1	.	0.1	0.8	-0.5	-2.9
O=C1CC(c2ccccc2Cl)=NN(c2ncnc3ccccc23)C1=O
 : 10	-5	-1.0	2	.	4.5	-0.5	-0.2	-1.2
Cc1ccc(N=Cc2c(O)n(-c3ccc4c(c3)OCO4)c(=O)c3ccccc23)cc1
 : 0	22	0.0	-4	.	-0.7	.	i	-4.1
COc1ccccc1NC(=O)Cn1c(CN2CCCCC2)nc2ccccc2c1=O
 : 5	12	5.8	2	-0.4	-1.2	1.4	-0.4	1.8
CCc1nn(-c2ccccc2)c2c1-c1cc(OC)c(OC)cc1C1(N2)C(=O)Nc2ccccc21 (stereo unspecified)
 : 21	-8	-1.4	2	-2.2	-0.3	.	-0.3	-1.3
O=C(Nc1ccc(N2CCCC(O)C2)cc1)c1snc2c(=O)[nH]cnc12 (stereo unspecified)
 : 19	-2	-1.5	-4	2.5	-0.2	.	-3.5	2.2
Cc1ccccc1-n1c(N)c(C(=O)Nc2ccc(F)cc2)sc1=S
 : 12	3	-0.4	2	-3.2	0.4	0.2	i	-2.6
CCN(Cc1ccccc1)C(=O)COC(=O)c1cc(=O)[nH]c2ccccc12
 : 3	-3	0.0	9	.	2.1	0.6	1.4	-2.2
CC(C)CNc1cc(=O)n(C)c(=O)n1C
 : 1	1	-1.2	5	0.1	-0.5	.	0.3	-3.2
O=C(CSc1nnc2scc(-c3ccccc3)n12)NCc1ccco1
 : 8	6	-0.2	1	.	-4.2	.	-0.1	-2.4
CCOC(=O)C1CCN(C(=O)CC(NS(=O)(=O)c2ccc(OC)cc2)C(C)C)CC1 (stereo unspecified)
 : 4	-1	-0.4	-1	0.8	-3.5	.	-1.2	-3.5
CC1(C)CC(=O)C2=C(C1)Oc1ncn3nc(-c4cccnc4)nc3c1C2c1ccccc1 (stereo unspecified)
 : 4	-8	0.3	0	-4.3	.	.	-0.3	0.1
Cc1cc2c3c([nH]c2cc1S(=O)(=O)NCCCOC(C)C)CC(C)(C)CC3=O
 : 0	0	-1.1	2	1.3	-0.7	0.3	i	-4.4
CNc1nc(Oc2cccc(NC(C)=O)c2)c2sccc2n1
 : 18	-8	.	17	-4.8	.	0.3	-0.2	1.7
COc1ccc(-c2nnc(SC)o2)c(OC)c1
 : -1	-2	-0.9	4	.	-2.2	0.7	-2.2	-3.1
COc1ccc2[nH]c(C(=O)O)c(NC(=O)c3cc(OC)c(OC)c(OC)c3)c2c1
 : 16	5	-0.3	-1	-0.6	-1.7	-0.1	-1.0	2.7
NC(=O)C1CCN(C(=O)c2ccc(Cl)c(S(=O)(=O)N3CCc4ccccc43)c2)CC1
 : 0	7	.	1	0.4	.	-0.7	-0.5	-0.1
CC(=O)NCCn1c(SCc2cc(F)ccc2F)nc2ccccc2c1=O
 : 2	-2	0.1	-3	-0.3	-0.4	.	i	1.4
O=C(OCC(=O)N1CCN(c2ccccc2)CC1)C1=COCCO1
 : 6	1	-0.8	4	0.5	-0.5	.	-6.7	-1.3
COCC(=O)n1nc(-c2ccccc2)nc1NCc1ccccc1
 : -6	-12	0.4	8	.	.	0.9	-0.3	-3.0
CC(C)c1cc(CNC(=O)C2CCC(=O)N(CCc3ccc(Cl)cc3)C2)on1 (stereo unspecified)
 : -4	22	1.8	-1	0.6	2.8	0.8	-20	-0.7
CC(=O)c1ccc(NC(=O)CSc2nnc(-c3ccco3)c(-c3ccco3)n2)cc1
 : 11	5	-0.6	-1	8.6	0.1	-0.8	-0.4	4.6
CCCNC(=O)CC1Sc2ccccc2NC1=O (stereo unspecified)
 : -1	8	-0.4	0	-0.9	-9.9	.	-5.4	-5.1
CCCC(C)NC(=O)c1ccc2[nH]c3c(c2c1)CC(C)CC3 (stereo unspecified)
 : 12	3	-0.7	5	.	-0.9	.	-0.7	-1.8
COc1ccccc1S(=O)(=O)N1CCn2cccc2C1C (stereo unspecified)
 : 6	6	-0.7	1	-0.3	.	-0.4	i	0.0

# Reprinted from the part before: four compounds, followed by the next part.
# Value order – GDH-TPI counter	Yp Topo-I inh	PfHsp40 rescue	Mtb FBA inh	Mtb BioA inh	Mtb UGM inh	TcdB GH inh	BH1578 lux ind	FadD28 FP inh
CC(=O)c1ccc(NC(=O)CSc2nnc(-c3ccco3)c(-c3ccco3)n2)cc1
 : 11	5	-0.6	-1	8.6	0.1	-0.8	-0.4	4.6
CCCNC(=O)CC1Sc2ccccc2NC1=O (stereo unspecified)
 : -1	8	-0.4	0	-0.9	-9.9	.	-5.4	-5.1
CCCC(C)NC(=O)c1ccc2[nH]c3c(c2c1)CC(C)CC3 (stereo unspecified)
 : 12	3	-0.7	5	.	-0.9	.	-0.7	-1.8
COc1ccccc1S(=O)(=O)N1CCn2cccc2C1C (stereo unspecified)
 : 6	6	-0.7	1	-0.3	.	-0.4	i	0.0
O=C(Nc1ncnc2c1CCC2)C12CC3CC(CC(C3)C1)C2
 : 12	5	-0.6	1	-0.2	3.1	-0.1	-10	0.4
CCCCNS(=O)(=O)CCNCc1ccccc1OC
 : 2	1	1.3	-1	-0.3	.	1.5	i	-0.8
CC(C)CC(=O)c1c[nH]c(C(=O)NCc2cccs2)c1
 : -13	5	0.4	-1	-1.4	1.2	.	6.7	-0.5
CCOCCCN=Cc1c(O)n(Cc2ccccc2)c(=O)[nH]c1=O
 : -3	-3	-1.2	-1	-2.1	-1.3	.	-0.6	-4.1
CCOC(=O)c1c(NC(=O)C2C3CCC(O3)C2C(=O)O)sc2c1CCCC2 (stereo unspecified)
 : 0	32	1.2	8	.	1.3	-1.8	-0.6	-2.6
Cc1cc(Nc2nc3ccccc3nc2Cl)n(-c2ccc([N+](=O)[O-])cc2)n1
 : 24	2	1.5	-2	.	1.5	2.0	-0.9	-0.1
CCN(CC(=O)Nc1c(F)cccc1F)C(=O)c1ccc(OCC(=O)N2CCOCC2)c(OC)c1
 : -1	-2	1.9	0	0.0	.	0.0	-0.3	0.9
CC(NC(=O)c1cc(=O)[nH]c2ccccc12)c1ccc(F)cc1F (stereo unspecified)
 : 13	7	1.1	7	.	-0.6	1.2	-0.3	-2.5
COc1ccc(C)cc1NC(=O)COCC(=O)O
 : -6	12	-0.2	0	-2.1	-1.9	.	-0.2	-4.1
CCc1nnc(NC(=O)C2CCCN2C(=O)Nc2ccccc2OC)s1 (stereo unspecified)
 : 0	6	-1.2	1	-1.4	-0.3	.	-0.5	0.7
Cc1ccc(C2=NOC(C)(c3nnc(-c4ccc(F)cc4)o3)C2)cc1 (stereo unspecified)
 : -9	27	4.7	-3	1.2	0.0	1.0	0.4	-1.3
COC(=O)C1CN(C(=O)c2ccc(OC(F)F)cc2)c2ccccc2O1 (stereo unspecified)
 : -1	-3	-0.4	-4	-1.6	0.2	0.4	-0.6	0.8
O=C(COC(=O)c1ccc2c(c1)OCCO2)NC1CCCCC1
 : -4	2	-1.6	0	-1.2	-1.7	1.8	4.0	-1.3
Cc1ccc2c(c1)cc(CN(Cc1ccco1)S(=O)(=O)c1ccccc1)c1nnnn12
 : 6	0	1.7	-2	0.0	-0.9	.	-0.2	0.3
Cc1ccc(NC(=O)c2cn(-c3cccc(C)n3)cn2)cc1
 : -5	0	1.2	2	-0.1	0.9	.	-2.8	-4.8
COc1cc2[nH]c(=S)n(Cc3cccs3)c(=O)c2cc1OC
 : -3	-6	0.9	10	0.5	0.9	25*	-1.4	-0.4
COc1ccc(NC(=O)Cn2c(=O)n(-c3ccc(OC)cc3OC)c(=O)c3c(C)c(C)sc32)cc1
 : 1	19	-0.1	-1	.	2.8	.	-0.7	-1.3
CN1CCCN(C(=O)CNC(=O)c2ccccc2Br)CC1
 : 8	1	-0.4	12	1.0	2.6	0.0	-1.7	-1.2
Cc1ccccc1C(=O)c1c[nH]c(C(=O)NCCCn2ccnc2)c1
 : 2	-4	0.2	-1	0.1	2.9	.	0.0	-4.6
CCCCCn1c2nc3ccccc3nc2c2c(=O)n(CC(C)C)cnc21
 : 2	0	-0.6	2	-1.3	0.1	.	.	-0.4
CC(C)N(CC#CCC(O)(c1ccccc1)c1ccccc1)C(C)C
 : -5	4	-0.9	2	3.2	0.8	.	2.4	0.5
COc1ccc(N2CCN(C(CNC(=O)c3ccc4c(c3)OCO4)c3ccco3)CC2)cc1 (stereo unspecified)
 : -2	11	-0.5	-2	-2.3	-0.1	1.6	-0.4	-5.4
COC(=O)CCN(C(=O)c1cc(OC)c(OC)c(OC)c1)c1ccccn1
 : 9	8	1.4	2	9.7	3.3	0.3	-7.1	-0.8
O=C(N=C1SC2CS(=O)(=O)CC2N1c1ccccc1)C1CC1 (stereo unspecified)
 : 6	0	0.9	-6	-0.4	-0.1	2.6	i	-1.4
O=C(NCc1cccc(C(F)(F)F)c1)C1CC(c2c(Cl)cccc2Cl)=NO1 (stereo unspecified)
 : 17	-8	-0.2	3	-4.1	-1.8	0.7	i	-0.1
O=C(O)Cn1ccc2ccccc21
 : 4	11	0.4	1	-0.6	0.6	-1.1	-0.5	-1.0
COc1ccccc1-c1cc(C(=O)Nc2cc(C)nn2-c2ccccc2)no1
 : -2	-3	0.0	-1	.	1.2	.	-0.2	-0.6
CCCCOc1ccc(C(=O)N2CCCC2C(=O)O)cc1 (stereo unspecified)
 : 2	-6	-0.2	-2	-2.2	-0.7	.	i	0.0
Cc1csc(CN(C)C(=O)c2cn(Cc3cccc4ccccc34)nn2)n1
 : -1	32	2.2	2	4.2	-1.1	1.4	1.2	1.4
CC(C)NCC(O)(c1ccc(Cl)cc1)c1ccc(Cl)cc1
 : 7	4	0.3	0	.	-1.9	0.7	-0.5	-3.6

# An excerpt from above in order of count of non-hydrogen atoms, low to high.
# Value order – GDH-TPI counter	Yp Topo-I inh	PfHsp40 rescue	Mtb FBA inh	Mtb BioA inh	Mtb UGM inh	TcdB GH inh	BH1578 lux ind	FadD28 FP inh
O=C(O)Cn1ccc2ccccc21
 : 4	11	0.4	1	-0.6	0.6	-1.1	-0.5	-1.0
CC(C)NCC(O)(c1ccc(Cl)cc1)c1ccc(Cl)cc1
 : 7	4	0.3	0	.	-1.9	0.7	-0.5	-3.6
COc1ccccc1-c1cc(C(=O)Nc2cc(C)nn2-c2ccccc2)no1
 : -2	-3	0.0	-1	.	1.2	.	-0.2	-0.6
COc1ccc(NC(=O)Cn2c(=O)n(-c3ccc(OC)cc3OC)c(=O)c3c(C)c(C)sc32)cc1
 : 1	19	-0.1	-1	.	2.8	.	-0.7	-1.3

# (further entries)
# Value order – GDH-TPI counter	Yp Topo-I inh	PfHsp40 rescue	Mtb FBA inh	Mtb BioA inh	Mtb UGM inh	TcdB GH inh	BH1578 lux ind	FadD28 FP inh
O=c1cc(N2CCOCC2)[nH]c(=O)n1-c1ccc(Br)cc1
 : 8	6	1.6	1	0.2	-1.4	-0.6	-0.3	-2.9
C[C@H]1CN([C@@H](C)CO)C(=O)CCCn2cc(nn2)CO[C@@H]1CN(C)S(=O)(=O)c1ccc(Oc2ccccc2)cc1
 : 9	27	.	5	0.6&1.2&-1.7	.	0.5&-2.1&-1.6	i	-3.2
O=P(/C(=N/O)N1CCOCC1)(N1CCOCC1)N1CCOCC1
 : -3	-1	1.2	1	-2.1	2.2	.	i	-24
O=C(COc1ccc(Cl)cc1)NNC(=O)CSc1nncs1
 : -6	4	-0.3	-1	2.3	1.1	0.3	-0.2	-1.8
CCn1c(SCC(=O)NCc2ccc(C)cc2)nnc1-c1ccncc1
 : 13	7	-0.2	1	-1.0	-1.3	.	-4.2	0.5
